E coli growth: E. coli V3065 growth inhibition, primary screen, counter-screen for AddAB inhibitor project, absorbance, OD600; 18 h; inhibition, % at 11.9 µM; 330,000 tested, 0.27% active; AID 449728, 2010;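 active = inhibition above the campaign's mean inhibition across all tested compounds plus 3 SD, cut at about 9.9% in these data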;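 also: uninfected addAB+ strain grown without phage in ampicillin broth; 0% = DMSO wells and 100% = ciprofloxacin 0.95 µg/ml wells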
PKA-R1A act: activators of PKA-R1A holoenzyme, primary screen, biochemical, fluorescence polarization, Cy5-IP20, bovine R1A, mouse PKAc. activation, % at 11.4 µM. 340,000 tested, 0.083% active. PKA-R1A dissociation; scaled: DMSO 0%, 113 µM cGMP 100%;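 active = percent activation above the mean of all tested compounds plus 3 SD, cut at about 19% in these data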;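 also: higher means more PKAc released from R1A so a rise in polarization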
Arr AP2 block: inhibitors of beta-arrestin/AP2 binding, primary screen, biochemical, GPCR trafficking, flow cytometry | 340,000 tested, 0.31% active | inhibition, % at 10 µM | FITC-arrestin peptide / GST-AP2 beads; AP2 beta2 appendage carries R879A mutation | beta-arrestin 1 C-terminal peptide binding to AP2 beta2-adaptin appendage (human);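 active = inhibition above a set limit, near 3 SD of compounds lacking own fluorescence, cut at about 54% in these data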;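 also: plate controls were DMSO wells for no effect and 5 µM unlabelled arrestin peptide for full effect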
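Measured by: flow cytometry, FL1 (488/535 nm); Material: AP2 appendage R879A on GSH beads; Evaluation: percent response; Timing: pre-incubation 12 min, peptide binding 1 h, room temperature; Also added: 50 nM FITC-arrestin peptide; Medium: PBS with 0.05% Tween 20 and 0.1% BSA.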
SUMO Mot1 rescue: yeast Mot1-301 growth rescue at high temperature, primary screen, SUMOylation pathway inhibitor project, S. cerevisiae, ATP luminescence, 38.5C | 320,000 tested, 1% active | AID 2716, 2010 | growth rescue, % at 18.8 µM | S. cerevisiae Mot1-301 growth rescue; percent above DMSO median, 100 means doubled;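 active = every valid replicate shows activation above 250% relative to neutral control wells; inactive = the rest, any valid replicate at or below 250%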;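 also: OY570 slx delta 5 strain wells were the positive control but not used for scaling; some compounds called inactive have numbers as strong as hits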
OPRM1-OPRD1 inv: inverse agonists of MOR-DOR heterodimerization, primary screen, cell-based, luminescence; Mu-type opioid receptor (Homo sapiens) + Delta-type opioid receptor (Homo sapiens), …; cell-based MOR-DOR heterodimer luminescence, inverse agonism; inhibition, % at 9.3 µM; 340,000 tested, 0.21% active; AID 504357, 2011; in the data active = inhibition above about 22%, passing the limit was not always enough;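 also: 0% = cells with DMSO and 100% = wells without cells with DMSO; values of inactives mirror those of a sister screen read the other way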
Pemphigus Ab inh: inhibitors of pemphigus antibody binding to DSG3, primary screen, biochemical, bead-based, flow cytometry, scFv-GFP. Desmoglein-3 (Homo sapiens), P32926. DSG3-coupled beads, scFv-anti-DSG3-GFP binding; hits give low values. binding (percent of control), % at 10 µM. 310,000 tested, 0.48% active;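 active = binding more than 3 SD below its plate's average and above zero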;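 also: hits lower antibody fragment binding to DSG3; some compounds called inactive have numbers as strong as hits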
Target sequence (P32926 whole entry, looked up, the tested form may be a part): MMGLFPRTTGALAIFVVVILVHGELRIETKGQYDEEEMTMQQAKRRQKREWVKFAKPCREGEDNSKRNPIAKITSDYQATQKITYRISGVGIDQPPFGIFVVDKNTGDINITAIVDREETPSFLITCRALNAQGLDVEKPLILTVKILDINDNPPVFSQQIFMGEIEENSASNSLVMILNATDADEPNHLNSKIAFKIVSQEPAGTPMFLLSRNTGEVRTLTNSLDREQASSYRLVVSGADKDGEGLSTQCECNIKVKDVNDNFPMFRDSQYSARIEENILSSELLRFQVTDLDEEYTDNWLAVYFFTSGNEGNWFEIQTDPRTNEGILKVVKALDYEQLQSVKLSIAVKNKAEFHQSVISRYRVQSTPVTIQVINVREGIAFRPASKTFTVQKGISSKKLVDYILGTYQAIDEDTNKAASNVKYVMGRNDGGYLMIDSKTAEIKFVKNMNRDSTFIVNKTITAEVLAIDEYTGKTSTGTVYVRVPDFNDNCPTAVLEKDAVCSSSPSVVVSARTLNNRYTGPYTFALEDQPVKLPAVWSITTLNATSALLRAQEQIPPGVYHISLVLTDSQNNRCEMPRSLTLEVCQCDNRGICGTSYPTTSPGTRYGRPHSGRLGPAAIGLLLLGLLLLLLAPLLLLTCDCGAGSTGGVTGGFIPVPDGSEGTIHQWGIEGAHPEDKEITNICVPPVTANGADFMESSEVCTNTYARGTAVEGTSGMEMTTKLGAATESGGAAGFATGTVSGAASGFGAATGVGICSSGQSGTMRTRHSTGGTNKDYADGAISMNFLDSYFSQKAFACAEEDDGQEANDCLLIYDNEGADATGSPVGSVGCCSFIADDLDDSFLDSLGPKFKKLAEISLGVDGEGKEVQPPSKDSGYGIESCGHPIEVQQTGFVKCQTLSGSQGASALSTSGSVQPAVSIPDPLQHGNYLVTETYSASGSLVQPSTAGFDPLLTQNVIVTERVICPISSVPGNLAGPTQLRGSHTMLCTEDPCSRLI
AddAB inh: growth inhibition of E. coli expressing H. pylori AddAB, primary screen, AddAB inhibitor project, absorbance; inhibition, % at 11.9 µM; 330,000 tested, 0.29% active; in the data active = inhibition above about 12%;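 also: 0% = vehicle wells of infected cells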
OPRM1-OPRD1 ag: agonists of OPRM1-OPRD1 heterodimerization, primary screen, cell-based, luminescence. Mu-type opioid receptor (Homo sapiens) + Delta-type opioid receptor (Homo sapiens), …. cells. activation, % at 9.3 µM. 340,000 tested, 0.3% active. AID 504326, 2011; in the data active = activation above about 18%;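 also: 0% = vehicle-treated cells and 100% = reference agonist; values of inactives mirror those of a sister screen read the other way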
PfHsp90 set2: growth inhibition of PfHsp90-expressing yeast, primary screen, antimalarial PfHsp90 inhibitor project, S. cerevisiae, BacTiter-Glo luminescence, single point, set 2; BacTiter-Glo ATP, 48 h; yeast lacking PDR1 and PDR3 efflux regulators; inhibition, % at 9.4 µM; 310,000 tested, 0.32% active; AID 504621, 2011;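 active = every replicate shows inhibition above about 80%, whatever the replicate mean, limit read from the data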;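 also: 0% = DMSO neutral controls and 100% = 20 µM radicicol positive controls; yeast relying on Plasmodium falciparum Hsp90 in place of its own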
phage Ecoli inh: growth loss of phage-infected E. coli, primary screen, RecBCD inhibitor project, absorbance, with phage, HTS; inhibition, % at 11.9 µM; 360,000 tested, 0.26% active; in the data active = inhibition above about 11%
Tat export inh: E. coli Tat export inhibitors, primary screen, MC4100, TorA-mCherry reporter, fluorescence, single point. inhibition, % at 10 µM. 340,000 tested, 0.036% active. AID 488895, 2010;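 active = mean replicate inhibition at least 50% and at least half of replicates individually reaching 50%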;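 also: exported cargo escapes ClpAP degradation while cytoplasmic cargo is degraded and loses fluorescence; 0% = median of neutral control wells and 100% = median of NaSCN control wells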
* hit, by the source's call; . = not tested or not shown.

Results follow in this order: E coli growth	PKA-R1A act	Arr AP2 block	SUMO Mot1 rescue	OPRM1-OPRD1 inv	Pemphigus Ab inh	AddAB inh	OPRM1-OPRD1 ag	PfHsp90 set2	phage Ecoli inh	Tat export inh
O=C(COC(=O)CSc1nnc(-c2ccc(Cl)cc2)o1)NCc1ccc2c(c1)OCO2
 : -0.5	6	2	-3	12	98	2.2	-2.6	-13	-0.9	1
O=c1nc(Nc2ccc([N+](=O)[O-])cc2)[nH]c(=O)[nH]1
 : -0.3	-1	10	-4	0	103	1.0	0.1	-9	0.2	-3
CCOc1ccc2nc(N3CCCN(C(=O)Nc4ccccc4C)CC3)c(C#N)cc2c1
 : 1.0	-15	1	-1	0	112	0.8	0.0	13	1.7	9
Cc1ccc(SCCNC(=O)C(CO)(CO)CO)cc1
 : 1.2	8	-45	-4	14	101	0.3	-2.5	5	0.9	1
CC(=O)c1ccc(OCCCC(=O)NC2CCC(C)CC2)cc1 (stereo unspecified)
 : 1.8	3	3	-4	1	115	1.5	-0.1	12	1.1	0
CCN(CC)S(=O)(=O)c1ccc(N2CCOCC2)c(NC(=O)CC23CC4CC(CC(Br)(C4)C2)C3)c1
 : -0.3	-2	-11	-10	11	104	4.9	-2.0	-10	-0.9	0
CN1c2ccccc2C(O)=C(C(=O)Nc2ccccc2)S1(=O)=O
 : 1.2	7	44	-1	3	110	1.0	-0.6	.	5.2	3
Cc1cc(N2CCCCCC2)n2nc(C)c(-c3ccccc3)c2n1
 : .	-3	4	-18	-17	.	.	3.6	-1	0.6	-7
Cc1ccc(NC(=O)CN2C(=O)COc3ccc(S(=O)(=O)N4CCCC4)cc32)c(C)c1
 : -0.4	-2	-6	-9	8	.	-1.1	-1.5	6	1.1	3
CNC(=O)/C(C#N)=c1\s/c(=C/C(=O)OC)c(=O)n1-c1ccccc1
 : 2.1	7	0	-7	-7	.	2.4	1.1	7	1.6	-6
CCOC(=O)c1sc(NC(=O)CN2C(=O)NC3(CC(C)CC(C)(C)C3)C2=O)c(C(=O)OCC)c1C (stereo unspecified)
 : 0.8	10	5	6	0	96	1.5	0.0	-17	2.4	-4
O=C(COC(=O)c1ccc(O)cc1)NCc1ccc2c(c1)OCO2
 : -1.2	-8	-16	409	6	97	4.8	-1.2	-1	5.4	-10
O=C(O)CCCn1cc(NC(=O)COc2ccc(F)cc2F)cn1
 : 0.9	-7	-8	-3	17	107	1.5	-3.4	-1	1.2	-2
CC(C)(C)OC(=O)C[C@H]1C/C=C\C[C@H](CC(=O)N(CCO)Cc2ccccc2)C(=O)NCCOC1=O
 : -1.1	-13	.	-18	10	103	2.2	-1.7	-4	2.7	-31
O=C(CN1C(=O)C2CC=CCC2C1=O)Nc1ccc(S(=O)(=O)Nc2ncccn2)cc1 (stereo unspecified)
 : 2.3	-11	-6	-13	11	113	1.5	-2.0	-37	2.1	6
Cc1nc(C)n(CC(=O)c2ccc(Cl)cc2Cl)n1
 : 0.2	-5	-8	-3	16	.	1.7	-3.3	24	-0.2	-6
N/C(=N\OC(=O)c1cc(-c2ccccc2)nc2ccccc12)c1ccccn1
 : -0.9	-4	1	4	-11	98	0.2	1.6	8	2.0	10
CCOC(=O)N1CCN(c2nnc(-c3ccc(C)cc3)c3ccccc23)CC1
 : -4.2	-1	-6	-9	-11	94	-1.9	2.1	8	1.7	-2
CCCc1nnc(SCC(=O)Nc2ccc3c(c2)OCCO3)n1CCOC
 : -0.4	1	32	191	-8	118	3.4	1.0	6	0.5	7
Cc1ccc(OCC(O)CN2CCN(CC(O)COC(C)C)CC2)c(C(C)(C)C)c1 (stereo unspecified)
 : -0.6	-11	6	49	-17	104	0.5	3.2	-29	2.8	0
CCCc1[nH]n(-c2ccc(F)cc2)c(=O)c1C=Nc1ccc(C)cc1
 : 1.3	1	-1	110	-2	98	1.3	0.4	-24	1.5	-3
CC(=O)N1CCCc2cc(S(=O)(=O)N3CCCC(C(=O)Nc4ccc(C)cc4C)C3)ccc21 (stereo unspecified)
 : -1.4	5	8	7	14	101	0.9	-2.7	15	3.5	-1
Cc1[nH]c2ccc(F)cc2c1CCN(Cc1ccncc1)C(=S)Nc1ccc(F)cc1
 : -0.3	-6	-3	7	10	107	0.6	-1.6	-11	2.5	-1
Cc1ccc(C(=O)N/C(=C\c2ccc(-c3ccc(Br)cc3)o2)C(=O)NC2CCS(=O)(=O)C2)cc1 (stereo unspecified)
 : 2.8	9	5	6	-8	95	1.5	1.5	6	2.8	-8
Cc1ccccc1CC(=O)Nc1cccc(S(=O)(=O)N2CCCC2)c1
 : 2.3	2	-7	-1	9	102	2.9	-2.2	5	2.2	0
CCN(Cc1ccccc1)C(=O)COc1cc(=O)n(CC)c2ccccc12
 : -0.7	-12	-10	10	15	103	-0.6	-2.6	.	0.8	-4
O=C(c1cc(Cl)ccc1OCc1ccccc1)N1CCOCC1
 : 1.7	0	2	260	12	104	-0.5	-1.7	16	1.1	-4
CCC1=Nc2cc(C(=O)NCc3ccco3)ccc2Sc2ccc(Cl)cc21
 : -0.1	1	5	45	7	79	2.5	-1.0	-7	3.7	-1
O=C(CCC1CCCCC1)NCc1cccs1
 : -1.5	2	-4	28	-12	.	1.3	2.4	-6	2.6	1
CC(C)(C)OC(=O)N1CCC(C(=O)Nc2cccc(C(=O)NCCCc3ccccc3)c2)CC1
 : .	-15	-1	.	13	90	.	-2.7	-2	4.5	14

Entries of single compounds as entered above.
O=C(CCC1CCCCC1)NCc1cccs1 is entered as E coli growth: -1.5; PKA-R1A act: 2; Arr AP2 block: -4; SUMO Mot1 rescue: 28; OPRM1-OPRD1 inv: -12; Pemphigus Ab inh: .; AddAB inh: 1.3; OPRM1-OPRD1 ag: 2.4; PfHsp90 set2: -6; phage Ecoli inh: 2.6; Tat export inh: 1
Cc1ccc(OCC(O)CN2CCN(CC(O)COC(C)C)CC2)c(C(C)(C)C)c1 (stereo unspecified) is entered as E coli growth: -0.6; PKA-R1A act: -11; Arr AP2 block: 6; SUMO Mot1 rescue: 49; OPRM1-OPRD1 inv: -17; Pemphigus Ab inh: 104; AddAB inh: 0.5; OPRM1-OPRD1 ag: 3.2; PfHsp90 set2: -29; phage Ecoli inh: 2.8; Tat export inh: 0
CC(=O)c1ccc(OCCCC(=O)NC2CCC(C)CC2)cc1 (stereo unspecified) is entered as E coli growth: 1.8; PKA-R1A act: 3; Arr AP2 block: 3; SUMO Mot1 rescue: -4; OPRM1-OPRD1 inv: 1; Pemphigus Ab inh: 115; AddAB inh: 1.5; OPRM1-OPRD1 ag: -0.1; PfHsp90 set2: 12; phage Ecoli inh: 1.1; Tat export inh: 0

More results follow:
Results follow in this order: E coli growth	PKA-R1A act	Arr AP2 block	SUMO Mot1 rescue	OPRM1-OPRD1 inv	Pemphigus Ab inh	AddAB inh	OPRM1-OPRD1 ag	PfHsp90 set2	phage Ecoli inh	Tat export inh
NC(=O)c1cc2ccc(O)cc2oc1=NCc1ccccc1
 : -0.1	-9	3	.	1	91	1.4	-0.1	-9	2.2	-5
O=C(O)c1cc(/C=C/c2ccc(N3CCOCC3)cc2)nc2ccccc12
 : -1.8	-6	15	.	-2	118	-0.3	0.3	.	0.4	5
Cc1cc(CNC(=O)C2(C(F)(F)F)C/C(=C\Cc3ccccc3)CCCO2)nn1C (stereo unspecified)
 : -0.9	5	28	0	4	102	1.1	-0.7	13	4.5	1
Brc1ccc(-c2noc3c2-c2nc(C4CCCCC4)sc2CC3)cc1
 : 3.4	-2	6	64	-17	109	2.8	2.9	0	0.6	-9
OCCN(Cc1ccccc1)Cc1ncccc1O
 : .	-4	-4	.	18	96	.	-3.5	-10	3.2	-1
NC(N)=Nc1nc2ccc(Br)cc2c(=O)[nH]1
 : 0.0	-4	-6	-4	6	97	-1.9	-1.0	-1	4.3	-3
OC1(c2cccs2)CN(c2ccc(Br)cc2)C2=[N+]1CCCS2 (stereo unspecified)
 : -1.3	-4	8	-1	18	104	-1.0	-3.6	-16	3.0	3
COc1ccc(CCNC(=O)c2cc3ccccn3n2)c(OC)c1OC
 : 1.0	0	-3	21	7	81	-2.2	-1.2	-20	2.2	4
COCCNc1ncnc2c1cnn2-c1ccc(Cl)cc1
 : 0.8	-8	22	10	-5	105	4.1	1.1	-10	2.5	-1
CC12CCC(C(=O)NCCCn3ccnc3)(OC1=O)C2(C)C (stereo unspecified)
 : 0.8	-6	4	-2	12	111	6.0	-2.8	-12	1.6	6
O=S(=O)(NCC1CN(S(=O)(=O)c2c(F)cccc2F)C1)c1ccc2c(c1)OCCO2
 : 3.0	-1	-6	5	-1	107	4.7	0.2	-7	3.7	-5
COC(=O)C1CCN(S(C)(=O)=O)CC1
 : -1.4	-4	-1	11	12	105	2.1	-2.1	.	2.2	16
COc1ccc(C)cc1S(=O)(=O)N1CCC(C(=O)NCCC2=CCCCC2)CC1
 : -1.4	1	6	-1	10	103	-0.6	-2.0	-4	0.2	3
COc1cc(O)c(C(CCN2CCN(c3ccccc3)CC2)c2ccc3c(c2)OCO3)c(OC)c1 (stereo unspecified)
 : -2.4	-2	0	1	-66	109	0.5	14	15	7.1	-1
Cc1cc(C)cc(OCC(=O)N2N=C(c3cccnc3)CC2(O)C(F)(F)F)c1 (stereo unspecified)
 : 0.8	-1	1	11	-18	102	1.4	3.9	23	1.8	-9
O=C(O)c1cccc(N2C(=O)CSC2c2c(F)cccc2Cl)c1 (stereo unspecified)
 : -2.1	-8	9	-1	12	98	-0.1	-2.2	.	-0.5	-2
COc1ccc(C(=O)Nc2cccc(NC(=O)c3cccs3)c2)cc1
 : -0.3	0	-11	15	11	98	3.2	-2.3	-14	1.3	-4
O=C(Nc1ccc(Cl)cn1)C1COc2ccccc2O1 (stereo unspecified)
 : -1.7	2	44	35	-5	99	0.2	0.9	23	3.8	5
O=C(Nc1nnc(SCCN2CCOCC2)s1)C1CC(=O)N(c2ccc(F)cc2)C1 (stereo unspecified)
 : 1.3	-2	8	1	12	105	0.1	-2.4	-9	2.2	-6

Screening data deposited in PubChem BioAssay by several laboratories.

No enrichment for hits, and some 2.8% of all compounds hit somewhere here.
